hiPSC survival – enhancers of single-cell hiPSC survival, primary screen, ATPlite luminescence; 100% = ROCK inhibitor wells, 0% = DMSO; 360,000 compounds, 0.044% hits; survival enhancement, % at 20 µM; in the data active = survival enhancement above about 18%;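 note: cells exposed to compounds for 16 hours before the ATP read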
Peg3 promoter – Peg3 promoter-driven luciferase inhibitors, primary screen, cell-based, HeLa, luciferase luminescence; HeLa PEG-Prom luciferase reporter, overnight; inhibition, % at 20 µM; 360,000 compounds, 1.7% hits; AID 588405, 2011;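 active = inhibition of at least 50% at 20 µM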
NR2E3 ag-1 – NR2E3 agonists in two-hybrid cells, primary screen, cell-based, luminescence, CHO-S, Gal4-NCOR/VP16-NR2E3; AID 602229, 2012; Photoreceptor-specific nuclear receptor (Homo sapiens), Q9Y5X4; luciferase; 360,000 compounds, 0.35% hits; inhibition of corepressor binding, % at 3.98 µM;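 active = inhibition above the mean of all tested compounds plus 3 SD, cut at about 70% in these data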;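 note: 0% = DMSO with NR2E3 transfected cells and 100% = cells lacking NR2E3 construct; higher means lower luciferase signal from less NR2E3 corepressor binding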
HIF-2a block – HIF-2a reporter inhibitors, primary screen, luminescence, 786-0 RCC cells. inhibition, % at 18.8 µM. 360,000 compounds, 0.72% hits. 786-0 RCC cells HIF-2a reporter, luciferase luminescence, overnight;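 active = inhibition of the luminescence signal of 40% or more relative to plate controls, in a single-dose primary screen at 18.75 µM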
Cardio protect – cardioprotection against H2O2-induced cell death, primary screen, uHTS, H9c2 cells, ATPLite luminescence. protection from H2O2 cell death, % at 20 µM. 360,000 compounds, 0.63% hits. AID 588492, 2011. H9c2 cardiomyocytes, H2O2 injury protection, 2 h;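 active = compounds giving at least 50% protection of heart cells from peroxide-induced death in the single-dose screen, raw or plate-pattern-corrected value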;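 note: 0% = DMSO wells with peroxide and 100% = DMSO wells without peroxide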
CaV13 FRET inh – Disruptors of the CACNA1D IQ motif to Ca2+-dependent inactivation inhibitor domain association, primary screening, Förster resonance energy transfer in intact living … | HEK cells, CFP/YFP FRET ICDI-IQ, plate reader, 10 min; percent FRET-ratio fall versus neutral wells | inhibition, % at 12.3 µM | 340,000 compounds, 0.098% hits | AID 743397;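 active = mean replicate inhibition of at least 30% and at least 1% of replicates passing that level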;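 note: 0% = median of the neutral control wells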
HTR2A ag – mouse Htr2a agonists via beta-arrestin recruitment, primary screen, cell-based, luminescence | 5-hydroxytryptamine receptor 2A (Mus musculus), P35363 | CHO-K1 mHTR2A beta-arrestin complementation; percent of 30 µM serotonin response | activation, % at 7.6 µM | 360,000 compounds, 0.66% hits;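 active = activation above a run cutoff, the mean activation of all tested compounds plus 3 SD, cut at about 14% in these data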;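 note: 0% = plate median of compound wells and 100% = 30 µM serotonin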
Target sequence (P35363 whole entry, looked up): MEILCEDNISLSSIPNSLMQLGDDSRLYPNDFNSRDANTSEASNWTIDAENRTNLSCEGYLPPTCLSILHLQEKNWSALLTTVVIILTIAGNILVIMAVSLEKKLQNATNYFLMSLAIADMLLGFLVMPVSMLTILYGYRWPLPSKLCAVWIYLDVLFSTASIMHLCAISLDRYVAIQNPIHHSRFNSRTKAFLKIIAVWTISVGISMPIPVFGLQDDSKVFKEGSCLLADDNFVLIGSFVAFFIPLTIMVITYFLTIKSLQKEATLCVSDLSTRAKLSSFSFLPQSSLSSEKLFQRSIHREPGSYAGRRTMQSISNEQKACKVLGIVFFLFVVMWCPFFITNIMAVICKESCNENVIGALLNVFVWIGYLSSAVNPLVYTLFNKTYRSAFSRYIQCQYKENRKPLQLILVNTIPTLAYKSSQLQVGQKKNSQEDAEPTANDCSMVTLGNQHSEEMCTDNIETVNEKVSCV
NR2E3 ag-2 – inhibitors of NR2E3-RetCOR corepressor binding, primary screen, NR2E3 agonist project, biochemical, TR-FRET, GST-NR2E3, biotin-RetCOR | Photoreceptor-specific nuclear receptor (Homo sapiens), Q9Y5X4 | inhibition of corepressor binding, % at 4.78 µM | 320,000 compounds, 0.12% hits | AID 2300, 2010 | 1536-well;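 active = percent inhibition above the cutoff of mean plus 3 SD of all tested compounds, set per screening campaign, cut at about 20% in these data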;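 note: 0% = DMSO wells and 100% = biotin wells as full block of FRET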
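Format: 1536-well format; test system: GST-NR2E3 and biotin-RetCOR proteins; read-out basis: percent inhibition of TR-FRET ratio; timing: 5 h incubation at 4 °C; detection: time-resolved FRET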
Shn3 3UTR inh – reduction of Shn3 3'UTR firefly luciferase signal, primary screen, Schnurri-3 inhibitor project, cell-based, Clone20 osteoblasts, set 2; Clone20 osteoblast Shn3 3'UTR firefly luciferase, 24 h; inhibition, % at 12.5 µM; 360,000 compounds, 0.52% hits;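 active = mean inhibition of at least 75% with every replicate also reaching 75%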;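 note: 0% = median of neutral control wells and 100% = pilot-screen positive control compound; some compounds past the cut are filed as inactive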
PDI inh – inhibitors of human PDI, primary screen, biochemical, turbidity, single point, plate reader | Protein disulfide-isomerase (Homo sapiens), P07237 | PDI insulin aggregation turbidity, A650, 90 min | inhibition, % at 10 µM | 350,000 compounds, 0.052% hits | AID 588391, 2011;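 active = mean inhibition across replicates of 30% or more, whatever share of single replicates reach that level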;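 note: absorbance from insulin aggregation driven by PDI reduction with DTT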
Target sequence (P07237 whole entry, looked up): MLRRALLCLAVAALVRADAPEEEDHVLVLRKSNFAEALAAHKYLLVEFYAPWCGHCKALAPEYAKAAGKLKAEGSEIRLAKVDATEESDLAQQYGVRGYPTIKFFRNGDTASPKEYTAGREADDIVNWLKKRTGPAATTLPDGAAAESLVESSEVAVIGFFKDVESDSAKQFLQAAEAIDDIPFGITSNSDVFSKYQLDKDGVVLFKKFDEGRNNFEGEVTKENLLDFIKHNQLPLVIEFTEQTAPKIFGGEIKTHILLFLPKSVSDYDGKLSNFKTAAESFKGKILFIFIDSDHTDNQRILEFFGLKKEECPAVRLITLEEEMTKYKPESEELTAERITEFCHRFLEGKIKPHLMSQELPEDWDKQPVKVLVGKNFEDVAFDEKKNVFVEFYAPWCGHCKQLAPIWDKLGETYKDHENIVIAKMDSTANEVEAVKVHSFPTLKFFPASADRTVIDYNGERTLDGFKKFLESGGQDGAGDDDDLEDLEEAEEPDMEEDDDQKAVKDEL
TRPM1 prom inh – inhibitors of MITF-dependent TRPM1 promoter reporter, primary screen, cell-based, SK-MEL-5, single point, luciferase | SK-MEL-5 TRPM1 promoter luciferase, 24 h | inhibition, % at 12.5 µM | 330,000 compounds, 0.83% hits;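 active = mean inhibition across replicates of 60% or more, whatever share of single replicates reaches that level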; note: values of inactives mirror those of a sister screen read the other way
An asterisk follows results filed as active; · = not tested or not shown. An unsorted share of the library. Share with any hit: about 3.9%.

Value order – NR2E3 ag-2, CaV13 FRET inh, HIF-2a block, HTR2A ag, hiPSC survival, NR2E3 ag-1, Cardio protect, PDI inh, TRPM1 prom inh, Peg3 promoter, Shn3 3UTR inh
> CCCS(=O)(=O)NC(=O)C1(C)CCN(C(=O)c2c(F)cccc2F)C1 (stereo not given)
    ·, -6.1, 9.8, 0.6, 6.3, 14.4, 4.0, 0.1, ·, -6.8, -7.1
> O=C(OCC(=O)N1N=C(c2ccc(Cl)cc2)CC1c1ccco1)c1ccccc1O (stereo not given)
    -2.0, ·, -11.1, -2.2, 0.1, 4.6, -3.0, -4.0, 5.3, 3.3, 23.9
> CCN1C(=O)[C@H]2[C@H]3CN=C(SC)N3[C@@](Cc3ccccc3)(C(=O)OC)[C@H]2C1=O
    ·, -5.4, 4.7, -3.5, 0.4, 17.4, -7.6, 19.2, -12.2, 0.9, 0.7
> CCNC(=O)NC(=O)C(C)OC(=O)c1oc2ccc(OC)cc2c1C (stereo not given)
    -2.5, -5.4, 5.9, -1.7, -3.0, 3.5, 0.7, -3.2, 7.4, 12.5, -0.9
> COc1ccc(OC)c(/C=C/C(=O)OCC(=O)N2CCN(S(=O)(=O)c3ccc(C)cc3C)CC2)c1
    ·, -7.0, 4.3, 1.0, -0.4, 17.9, -0.2, 3.2, 2.0, -23.4, -0.2
> COc1ccc(C(=O)CSc2nnc(C3CC3)n2N)cc1
    1.3, -4.3, 6.4, -0.4, 0.0, -11.0, -8.1, -10.0, -5.0, 10.8, -53.2
> O=C(NCc1ccco1)c1cc(-c2ccccc2)on1
    -4.7, ·, -404.6, 1.4, -4.5, -113.8, -6.3, -2.2, -46.9, -221.2, -97.5
> CCOC(=O)C1CCCN(CC(=O)Nc2c(C(=O)OC)[nH]c3ccc(Cl)cc23)C1 (stereo not given)
    1.7, -4.5, 18.9, -2.8, -3.2, -14.9, -13.5, -1.5, 15.5, 26.3, 30.5
> CNCC[C@@H](Oc1ccc(C(F)(F)F)cc1)c1ccccc1
    3.0, -5.3, -11.7, -1.9, -3.7, -24.9, -7.1, 3.1, -9.0, 73.7*, 2.8
> CCOc1ccc(CNC(=O)c2ccco2)cc1
    -4.2, 7.9, 1.3, -6.3, 1.4, -8.9, 2.9, -3.1, -1.6, -18.3, -64.8
> Cc1ccc(C2C(=O)N(C3CCC(C)CC3)CC(=O)N2C2CCCC2)cc1 (stereo not given)
    0.7, -8.9, 23.9, -1.2, 0.1, -17.5, 7.8, -1.9, -1.6, 3.5, 2.0
> O=C(CSc1ccc(Br)cc1)NC1CCS(=O)(=O)C1 (stereo not given)
    0.0, -2.3, 0.4, -2.2, 0.8, 24.0, 7.5, -4.1, 0.0, 4.4, 0.7
> C[C@H](CO)N1C[C@H](C)[C@@H](CN(C)C(=O)Nc2ccc(C(F)(F)F)cc2)Oc2ccc(NS(=O)(=O)c3ccc(F)cc3)cc2C1=O
    ·, -5.4, -7.9, -0.1, 5.0, 9.4, 0.5, 14.2, -11.5, -9.6, -9.8
> Cc1cccc(NS(=O)(=O)c2cccc(C(=O)N3CCN(c4ccccn4)CC3)c2)c1
    0.8, -2.3, 6.9, 0.1, -0.4, 10.8, 3.0, -7.4, -5.3, 23.6, 13.7
> Cc1noc(NS(=O)(=O)c2ccc(NC(=O)C(C)(C)C)cc2)c1C
    1.4, -18.7, 17.6, 3.6, -0.9, 6.1, 0.4, -5.0, -5.2, 10.9, -40.1
> N#C/C(=N\Nc1ccc(Cl)c(Cl)c1)C(=O)C1CC1
    7.3, -4.4, -352.3, 11.5, -0.3, 79.7*, -15.2, -5.6, -43.4, -134.4, -6.8
> CC(=O)Nc1ccc(-c2csc(NC=C3C(=O)OC(C)(C)OC3=O)n2)cc1
    -4.5, 2.1, -102.4, -1.9, 0.1, -33.6, -1.9, 3.6, -6.1, -82.3, 1.1
> O=C(CNC(=O)c1ccc(-c2ccccc2)cc1)OCc1c(F)cccc1Cl
    4.0, -6.7, 11.7, -2.2, 0.1, 8.4, -2.7, -1.9, -6.8, 12.5, 0.9
> O=C(CSc1nnc(CNC(=O)c2ccc(F)cc2)o1)Nc1ccc2c(c1)OCCO2
    5.4, ·, -1.1, -4.5, -0.5, -3.1, 2.9, 0.7, 5.3, 10.5, -10.0
> CCCOc1ccc(NC(=O)C(=O)NCCCn2ccnc2)cc1
    1.2, ·, 20.6, 1.2, -1.5, 10.7, 6.1, -9.3, 0.1, 17.5, 17.9
> CC(=O)NC(=S)Nc1ccccc1N1CCCCC1
    2.3, -6.0, 16.7, -3.5, 1.7, 9.4, -11.6, -4.8, 1.0, 18.3, -5.5
> Cc1cccc(CCN2C(N(C)C)=NC[C@@H]2Cc2ccccc2)c1
    ·, -5.0, 2.0, -3.4, 3.1, 21.5, -16.4, 6.1, -3.2, 0.7, 45.7
> COc1ccc(C)cc1NC(=O)CN(C)S(=O)(=O)c1ccc2c(c1)CCCN2C(C)=O
    -1.7, -5.8, 6.5, 4.1, -0.4, 13.2, -7.3, 5.3, 9.7, 9.4, 24.5
> Cn1ncc2c(NCCO)nc(Cl)nc21
    ·, -4.6, 4.7, -2.9, -0.9, -6.7, 1.0, -21.3, -2.8, 12.7, 6.3
> Cc1ccc(-c2n[nH]c(=S)n2C)cc1
    ·, ·, 8.0, 1.1, -1.6, -13.4, -4.7, -0.2, 16.6, -2.5, -7.3
> O=C(CC(NC(=O)c1ccccc1Cl)c1ccccc1)Nc1ccc2c(c1)OCO2 (stereo not given)
    -0.6, -3.7, -8.7, -0.8, -0.2, -3.2, 7.2, -0.5, 0.6, -9.8, -1.4
> Cc1ccc(-c2ccc(/C=N\NC(=O)C3C(=O)NCC3c3ccccc3)o2)cc1Cl (stereo not given)
    0.7, -3.1, -12.1, 0.5, 10.1, -31.1, -6.5, -1.9, 4.4, 3.0, 1.0
> Cc1ccc(O)c(-c2cc(-c3cccc(Br)c3)n[nH]2)c1
    8.3, 1.1, -164.2, -3.0, -0.9, -40.0, -8.2, 0.1, -9.7, -92.0, -41.4
> Cc1ccccc1NC(=O)COc1coc(CN2CCN(c3ccccc3)CC2)cc1=O
    0.2, -2.2, -9.8, 2.8, 0.0, -0.3, 5.7, 4.0, 10.6, 11.2, 10.7
> Cc1cc(C(=O)OCn2nnc3ccccc3c2=O)c(C)n1-c1ccccc1
    3.7, -1.0, -173.9, -0.2, -3.4, -12.8, -13.2, -0.1, -34.5, -140.6, 4.8
> O=C(CC[C@H]1O[C@@H](n2cnc3c(NC(=O)c4ccccc4)ncnc32)[C@H](O)[C@@H]1O)NCC1CCN(Cc2ccccc2)CC1
    ·, -6.2, 4.0, 1.6, -1.4, 5.5, 3.3, ·, ·, -8.6, -23.1
> O=C(CCNC(=O)c1ccc([N+](=O)[O-])cc1)Nc1nccs1
    3.1, -6.7, 10.1, 1.5, 0.5, 6.0, -5.6, -2.9, 5.6, 1.8, -1.9
> O=C(Nc1ccc(Br)cc1Cl)Nn1cnnc1
    -0.7, ·, -4.4, 3.4, -1.1, -15.5, 3.4, -0.6, 8.1, 11.7, 1.5
> Cc1ccc(-c2nnn(CC(=O)N(c3ccccc3F)C(C(=O)NCC3CCCO3)c3c[nH]c4ccccc34)n2)cc1 (stereo not given)
    2.0, -3.3, 14.1, -1.4, 2.5, -4.9, 3.8, 13.0, 21.5, 17.8, 5.6
> C/C(=N\NC(=O)c1ccc(Cl)c(Cl)c1)c1cccc(NC(=O)C(C)C)c1
    3.4, ·, -14.6, -1.9, -0.7, 3.5, 21.5, -1.7, 9.8, -28.1, -3.9
> COCCNC(=O)C(c1ccc(C)cc1)N(Cc1ccccc1)C(=O)CCC(=O)Nc1ccccn1 (stereo not given)
    -3.7, -3.9, 19.6, -2.5, 0.0, -7.3, -1.8, -17.3, -0.5, 16.9, 3.4
> CCn1cc(/C=C(\NC(=O)c2ccc(C)cc2)C(=O)NCCCN2CCOCC2)c2ccccc21
    ·, -6.8, -5.3, -5.1, -0.6, 6.2, 4.3, 1.9, -9.9, -11.2, 1.6
> CC1(C)OC(=O)N(NCc2ccccc2)C1(C)O (stereo not given)
    -0.4, -17.6, 15.4, -2.7, -0.6, 7.3, 3.5, 4.3, -1.5, 21.4, 3.5
> O=C(O)c1cc(Cl)c(Cl)cc1C(=O)Nc1cccc2ncccc12
    -1.5, -3.8, 12.1, 0.2, -1.0, -7.5, 5.1, -0.9, 7.6, 15.7, -3.7
> O=C(COC(=O)COc1cccc(C(F)(F)F)c1)NC(=O)NC1CCCCC1
    -2.1, -1.3, 16.5, 8.4, -0.1, 22.4, 0.3, -3.8, 4.0, 0.9, 12.0
> Cn1cccc1C(=O)NCc1ccc(S(N)(=O)=O)cc1
    -3.7, -2.6, 0.2, -1.7, -0.6, -31.2, 3.2, 4.3, 0.5, 19.2, -7.2
> Clc1cccc(Cl)c1CSc1nnc(-c2ccncc2)s1
    0.9, -2.9, -331.6, 0.6, -0.4, 6.3, -7.7, 2.7, -30.1, -107.8, 1.8
> COc1ccc(CCNC(=O)CCS(=O)(=O)c2ccc3nc(C)sc3c2)cc1OC
    -0.2, -6.8, 2.0, 0.2, -0.6, -6.3, 0.5, ·, -6.2, 3.0, -21.9
> CS(=O)(=O)N(CC(=O)N1CCCCCC1)c1cccc(Cl)c1Cl
    -5.0, 4.8, 22.5, -2.4, 0.9, -6.2, 2.0, 4.5, -16.7, 7.7, 3.4
> COc1ccc(CNC(=O)c2cc(-c3ccncc3)nc3c(C)cc(C)cc23)cc1OC
    4.7, -6.6, 2.2, -1.0, -0.7, 1.7, -0.7, 1.7, -0.8, 24.5, 2.3
> COc1ccc(COC(=O)CN2C(=O)NC3(CCCC3)C2=O)cc1F
    -4.5, -14.3, 0.8, -3.4, -0.5, 0.4, 0.6, -0.7, 0.2, -11.2, -0.6
> O=C(OCC(=O)N(Cc1ccccc1)Cc1ccccc1)c1cccc(O)c1
    -2.2, -5.2, 1.3, 0.1, 6.4, -28.4, 9.7, -8.7, -1.4, -2.4, -4.9
> Nc1nc(C2CCCN2S(=O)(=O)c2ccc(Cl)cc2)cs1 (stereo not given)
    3.5, ·, 11.4, -2.9, -2.2, -6.2, 5.9, -25.0, 2.8, -0.8, -5.6
> CC(C)c1ccc(C(CC(=O)c2ccc(Cl)cc2)C(=O)O)cc1 (stereo not given)
    5.5, -5.5, 21.2, -0.9, -2.8, 20.8, 8.4, -15.2, 10.6, 2.7, -2.8

Compound activity from PubChem.
